# Bioassay records as filed in PubChem.
# Growth percent in the NCI-60 one-dose screen (48 h, 10 µM unless noted): 100 = growth as untreated, 0 = no growth, -100 = all killed.
# ACHN: ACHN renal cancer; hit rate 4.9% among 81,000
# CAKI-1: CAKI-1 renal cancer | AID 1794772 | hit rate 4.7% among 75,000
# SN12C: SN12C renal cancer cells. AID 1794767. hit rate 3.8% among 81,000
# A498: A498 renal cancer cells; AID 1794774; hit rate 5.4% among 76,000
# RXF 393: RXF 393 renal cancer cells. hit rate 6.9% among 77,000
# 786-0: 786-0 renal cancer cells | hit rate 5.1% among 81,000
# UO-31: UO-31 renal cancer; hit rate 5.2% among 81,000
# PC-3: PC-3 prostate cancer cells. AID 1794754. hit rate 3.9% among 80,000
# TK-10: TK-10 renal cancer cells; hit rate 3.9% among 81,000
# An asterisk follows results filed as active; · = not tested or not shown. Rule for the calls: active = growth percent below 10; inactive = the rest.
SMILES,ACHN,CAKI-1,SN12C,A498,RXF 393,786-0,UO-31,PC-3,TK-10
OC[C@H]1COC[C@@H](CI)O1,94,96,100,106,95,105,98,100,111
CC(=O)Nc1cc(OCc2ccccc2)c2nc(NC(=O)c3[nH]c(C)c(Cl)c3Cl)sc2c1,76,93,84,62,75,97,62,61,123
COC(=O)CC[C@@H]1O[C@@H](c2ccccc2)C[C@H]1O,108,·,102,93,113,103,103,95,·
CCCCOC(=O)C1=C(C(=O)OCCCC)CCCC1,106,86,103,110,126,104,86,101,106
CCOC(=O)c1cnn(-c2ccc(-c3ccccc3OC)nn2)c1N,102,93,94,82,113,95,77,83,92
CCOC(=O)c1cnn2c3ccccc3n(S(=O)(=O)c3ccc(OC)cc3)c12,35,42,22,-3.2*,-6.6*,41,47,36,80
N#Cc1cnc(OC2CCNC2)nc1-n1cnc2ccccc21 (configuration not stated),100,95,91,106,106,97,80,107,101
NCCOCCOc1ccccc1,106,88,103,97,124,100,87,91,91
Cc1cc([N+](=O)[O-])ccc1I,103,96,101,79,123,107,85,97,109
Cc1c(C)n(CC(O)CNC2CCCCC2C)c2ccccc12 (configuration not stated),-41*,-39*,-42*,63,-90*,-85*,-88*,-24*,-76*
COc1cc2c(cc1-c1c(C)noc1C)ncc1nc(-c3ccccn3)n([C@H](C)COC(F)F)c12,40,34,63,-12*,61,50,19,34,33
CCCCn1cnc2c(SCc3ccc(Br)cc3)nc(N)nc21,90,64,73,·,83,86,65,·,84
Cc1nn(-c2ccccc2)c(Oc2ccccc2)c1-c1nc2ccc(C(=O)O)cc2[nH]1,97,85,98,77,122,107,75,95,110
CC12CCC3C(CCC4CC(=O)/C(=C\O)CC43C)C1CCC(=O)O2 (configuration not stated),109,105,107,115,141,93,56,·,115
O=c1cc(-c2sc(N3CCCC3)nc2-c2ccccc2)c2cc(Cl)ccc2o1,69,·,99,102,102,88,70,80,116
COc1ccc(C2C(C#N)=C(N)Oc3c2c(C)nn3-c2ccc(Cl)cc2)cc1 (configuration not stated),93,85,100,·,119,103,77,92,126
O=C1c2ccccc2C(=O)c2cc(O)ccc21,103,98,102,31,103,92,96,101,100
O=c1[nH]cnc2c1ncn2-c1ccc(Cl)cc1,101,101,108,87,121,109,81,97,103
CCOC(=O)c1cc(C(=O)c2ccc(Br)cc2)n2cc(C)cc(C)c12,104,82,101,78,64,96,87,84,114
Cn1cc(Cc2ccccc2)c(=O)c(Cc2ccccc2)c1,101,100,98,95,111,98,89,107,107
O=c1sc(N=Nc2ccccc2)c(S)n1-c1ccccc1,90,78,88,88,123,·,73,87,135
CCOC(=O)c1c2c(n(-c3ccc(I)cc3)c1-c1ccccc1)C=CCC2,89,61,96,96,94,94,77,79,97
C=CCc1c(N(C)c2ccccc2)cccc1-n1cnc2ccccc21,90,85,88,53,111,89,80,70,95
COC(=O)C1(O)CCCCC1,104,98,95,99,121,116,95,94,103
C=CCn1c(C)nc2cc(Nc3nc(N4CCOCC4)nc4nc[nH]c34)ccc21,94,94,84,37,85,63,87,80,92

# Looked up one by one from the entries so far (2):
SMILES,ACHN,CAKI-1,SN12C,A498,RXF 393,786-0,UO-31,PC-3,TK-10
CC(=O)Nc1cc(OCc2ccccc2)c2nc(NC(=O)c3[nH]c(C)c(Cl)c3Cl)sc2c1,76,93,84,62,75,97,62,61,123
NCCOCCOc1ccccc1,106,88,103,97,124,100,87,91,91

# (more compounds)
SMILES,ACHN,CAKI-1,SN12C,A498,RXF 393,786-0,UO-31,PC-3,TK-10
CC(=O)O[C@H]1CC[C@]2(C)[C@H]3CC[C@@H]4[C@H]5[C@H](C(C)C)CC[C@]5(C(=O)NCCN=C(N)N)CC[C@@]4(C)[C@]3(C)CC[C@H]2C1(C)C,98,102,102,135,145,99,108,70,127
CC(C)c1ccc(/C=N\NC(=O)C[N+](C)(C)C)cc1,109,92,111,93,118,107,94,105,107
CCC(c1ccc(OC)cc1)C(CC)c1ccc(O)c(CN2CCN(C)CC2)c1 (configuration not stated),69,41,55,·,39,58,37,45,72
COc1ccccc1/C=C/C(=O)c1ccccc1,84,·,92,108,92,98,60,54,104
O=C(Nc1cccc(Cl)c1)Sc1ccccc1,104,99,·,92,112,95,84,77,92
N#Cc1c(-c2ccc(Cl)cc2)nc(NN=Cc2cccc(Cl)c2)nc1N1CCOCC1,74,67,92,42,61,70,54,74,106
CC(=O)Oc1csc(N(C(C)=O)c2cccc(Br)c2)n1,95,90,93,81,104,·,83,84,111
Cc1ccc(-c2cc(-c3ccccc3)nc(Nc3nc4ccccc4[nH]3)n2)cc1,103,105,101,104,119,108,96,100,102
CN(C)c1cccc(-c2ccc(S(=O)(=O)Nc3ccc4c(c3)N(C(=O)C3CC3)CCC4)cc2)c1,77,49,84,65,94,73,75,65,81
COc1ccc(Cn2cc3c(c2-c2cc(OC)c(OC)c(OC)c2)CCc2c(CN4CCCC4)noc2-3)cc1,46,36,37,-1.6*,·,48,36,29,70
C/C(=C\CCc1ccoc1)CC/C=C(\C)CCCBr,104,115,94,97,·,100,85,98,105
Clc1ccc(-c2cc(-c3cc(-c4ccc(Cl)c(Cl)c4)n[nH]3)[nH]n2)cc1Cl,100,86,90,117,107,96,·,113,144
CNC1=C([N+](=O)[O-])C(c2ccc(F)cc2)C(C#N)=C(c2ccc[nH]2)O1 (configuration not stated),102,95,101,94,120,102,85,92,111
O=C(OCc1ccccc1)n1nnc2ccccc21,108,93,97,124,113,99,95,104,107
COc1ccc2cc(-c3ccnc4c(N=Nc5ccccc5)c(-c5ccccc5)nn34)ccc2c1,92,85,98,72,89,93,59,76,89
CN1[C@@H](CCc2ccc(OCCF)cc2)CCC[C@H]1CCc1ccc(OCCF)cc1,99,79,92,112,99,98,68,72,87
C=C(C)C(=O)O[C@H]1C[C@@]2(C)OC(=CC2=O)/C(CO)=C\[C@H]2OC(=O)C(=C)[C@H]12,-42*,-75*,·,-3.5*,-68*,-67*,-90*,-3.0*,-88*
COc1ccc(-c2nc(/N=C/c3ccc(O)cc3)n[nH]2)cc1,92,·,104,99,111,99,87,84,80
O=C1c2ccccc2C(=Cc2cccnc2)c2ccccc21,105,91,96,91,102,100,95,92,129
COc1cc(C)cc2oc3oc(=N)c(-c4csc(-c5c[nH]c6ccccc56)n4)cc3c(=O)c12,86,80,95,104,92,105,71,93,152
CC(CCc1ccc(Cl)c(Cl)c1)NCc1ccc(C(C)(C)C)cc1 (configuration not stated),93,86,92,91,90,71,79,77,78
CSc1cccc(/C(C)=C(\C)C2CC2CCNS(=O)(=O)c2ccc(C)cc2)c1 (configuration not stated),91,77,85,92,92,98,59,86,116
CCn1c(SCC(=O)Nc2cccc(C(=O)/C=C/c3ccc(C)cc3C)c2)nc2ccccc2c1=O,96,97,90,91,·,104,64,77,129
CC12CC[C@@H]3[C@]4(C)COC(c5cccc(Cl)c5)O[C@@H]4CC[C@@]3(C)[C@@H]1CC(C1=CCOC1=O)O2 (some centres not stated),91,92,92,66,107,89,55,68,85
CC(C)C1=NOC(=O)C1=Cc1cn(-c2ccccc2)nc1-c1ccc(F)cc1,71,62,63,82,82,77,74,39,75

# Complete entries from above:
# Shown for COc1ccc(Cn2cc3c(c2-c2cc(OC)c(OC)c(OC)c2)CCc2c(CN4CCCC4)noc2-3)cc1 : ACHN = 46; CAKI-1 = 36; SN12C = 37; A498 = -1.6*; RXF 393 = ·; 786-0 = 48; UO-31 = 36; PC-3 = 29; TK-10 = 70
# Shown for Cc1ccc(-c2cc(-c3ccccc3)nc(Nc3nc4ccccc4[nH]3)n2)cc1 : ACHN = 103; CAKI-1 = 105; SN12C = 101; A498 = 104; RXF 393 = 119; 786-0 = 108; UO-31 = 96; PC-3 = 100; TK-10 = 102

# Following part:
SMILES,ACHN,CAKI-1,SN12C,A498,RXF 393,786-0,UO-31,PC-3,TK-10
O=C(CNc1nc(-c2cccc([N+](=O)[O-])c2)cs1)Nc1ccccc1[N+](=O)[O-],99,96,99,91,·,103,81,97,114
O=[N+]([O-])c1ccc(-c2nnc(Cn3c(Cc4cccc5ccccc45)nc4ccccc43)o2)cc1,75,58,73,62,90,81,48,70,93
COc1ccccc1-n1c(-c2cccc(O)c2)cn2c3c(=O)[nH]c(=O)n(C)c3nc12,86,96,80,·,63,87,77,82,114
NC(=O)c1c(Br)cc(Br)c(NC(=O)CCl)c1Br,96,94,102,96,108,91,92,79,92
N#Cc1c(Nc2ccc(F)cc2)n[nH]c1-c1cccs1,88,89,90,103,112,98,74,96,135
COc1cc(-c2nn(-c3cccc(NC(=O)CCN4CCN(C)CC4)c3)cc2-c2ccncc2)ccc1Cl,52,39,33,14,19,12,41,14,39
COc1ccc(-n2c(SCC(=O)Nc3ccc(S(=O)(=O)Nc4cc(C)on4)cc3)nc3ccccc3c2=O)cc1,99,92,100,114,96,97,83,94,111
O=C1Nc2ccccc2C/C1=C/c1nc2ccccc2c(=O)[nH]1,94,89,87,·,106,98,87,95,154
COc1ccc(-c2c(N)oc3ccc(Cl)cc3c2=O)cc1OC,97,113,105,115,102,92,82,98,108
CCOc1c(C#N)c(Nc2ccc(S(N)(=O)=O)cc2)c(C#N)c2nc(=S)ncn12,100,97,101,·,122,105,92,93,115
Cc1cc(Br)nc2ccccc12,94,95,102,107,102,95,69,93,121
Cc1ccc(COc2ccc(Nc3ncnc4onc(-c5ccccc5)c34)cc2)cc1,100,91,97,95,109,104,82,96,100
c1cc2c(cc1CC1CO1)OCO2 (configuration not stated),105,99,103,69,100,109,86,97,93
CCCc1cc2c(cc1N(C)S(=O)(=O)c1ccccc1)OCO2,97,78,98,86,95,90,54,79,96
CC(=O)c1ccc(-c2ccc([N+](=O)[O-])cc2)cc1,103,91,107,104,103,108,98,97,100
O=C(O)c1cc(N=Nc2ccc(-c3ccc(N=Nc4ccc(N=Nc5ccc(O)c(C(=O)O)c5)c5cc(S(=O)(=O)O)ccc45)cc3)cc2)ccc1O,101,89,95,103,98,103,81,96,116
COc1ccc(-c2nc(-c3nc4cc(C(=O)c5ccccc5)ccc4[nH]3)cc3c2[nH]c2ccccc23)cc1,90,90,87,94,77,87,78,74,·
Nc1nc2c(c(=O)[nH]1)C1(C(=O)N(Cc3ccccc3)c3ccccc31)c1c(nc(N)[nH]c1=O)N2,100,104,92,56,93,113,98,66,118
O=c1oc2ccc(Br)cc2cc1-c1csc(-n2ccc(-c3cc4cc(Br)ccc4oc3=O)n2)n1,105,93,98,139,107,108,84,91,133
CN1CCN2c3ccccc3Cc3ccccc3C2C1 (configuration not stated),97,90,93,105,102,96,76,98,95
Cc1c2c(c(C)c3c1oc1ccc(O)cc13)C(=O)N(CCN1CCCCC1)C2=O,98,93,93,104,108,97,84,99,108
O=C(C[P+](c1ccccc1)(c1ccccc1)c1ccccc1)c1ccccc1,94,85,88,80,107,100,72,75,94
CC(=O)CC(C)=O,109,103,114,105,105,115,97,94,118
COc1ccc(CCN2C(=O)/C(=C/c3ccc(C4Oc5ccccc5C5CC(c6ccc(OC)cc6)=NN54)cc3)SC2=S)cc1 (configuration not stated),102,91,105,119,103,107,84,·,105
COC(=O)C1(CC(=O)c2ccc(Cl)cc2)NC(=S)NC(=O)C1C#N (configuration not stated),106,92,108,131,110,127,89,99,114

# No new results follow: an excerpt of the list.
SMILES,ACHN,CAKI-1,SN12C,A498,RXF 393,786-0,UO-31,PC-3,TK-10
O=C(CNc1nc(-c2cccc([N+](=O)[O-])c2)cs1)Nc1ccccc1[N+](=O)[O-],99,96,99,91,·,103,81,97,114
O=[N+]([O-])c1ccc(-c2nnc(Cn3c(Cc4cccc5ccccc45)nc4ccccc43)o2)cc1,75,58,73,62,90,81,48,70,93
COc1ccccc1-n1c(-c2cccc(O)c2)cn2c3c(=O)[nH]c(=O)n(C)c3nc12,86,96,80,·,63,87,77,82,114
NC(=O)c1c(Br)cc(Br)c(NC(=O)CCl)c1Br,96,94,102,96,108,91,92,79,92

# (further entries)
SMILES,ACHN,CAKI-1,SN12C,A498,RXF 393,786-0,UO-31,PC-3,TK-10
COc1cc(Nc2nc(O)c(/C=C3\C=Nc4ccccc43)s2)cc(OC)c1OC,-2.1*,-69*,-88*,-76*,-69*,-73*,-49*,-72*,-35*
O=C1c2ccccc2-c2ccccc2C1(Cl)Cl,-67*,-92*,-76*,101,-96*,103,-100*,-29*,90
Cc1ccc2c(n1)C[C@H](C(C)(C)O)CC[C@H]2C,102,93,98,98,114,98,91,104,98
C/C=C(/C(=C/C)c1ccc(O)cc1)c1ccc(O)cc1,38,42,43,31,8.4*,39,38,46,·
O=C1c2ccccc2C23C(=C(Br)c4ccccc42)CCCN13 (configuration not stated),103,92,99,94,·,94,96,98,111
O=S(=O)(NCCCl)c1cc(Cl)c(Cl)cc1Cl,95,94,91,80,51,104,79,105,132
NC(CCCCNC=O)C(=O)O (configuration not stated),108,·,103,108,94,102,83,91,100
CC(=O)O[C@@H]1C[C@]2(C)[C@@H](C3(C)OCCO3)CC[C@H]2[C@@H]2C[C@H]3O[C@]34CC3(CC[C@]4(C)[C@H]21)OCCO3,102,92,112,104,100,97,88,99,103
COC(=O)[C@]12CCC(C)(C)C[C@H]1[C@H]1C(=O)C[C@@H]3[C@@]4(C)CC[C@H](O)C(C)(C)[C@@H]4CC[C@@]3(C)[C@]1(C)CC2,91,64,100,89,101,93,82,71,88
O=C(O)CCCN1C(=O)/C(=C/c2cnc(-c3ccccc3)s2)SC1=S,87,98,59,116,108,110,88,102,116
CC1(C)CCC(=O)OC1=O,107,111,97,105,133,106,93,92,96
COc1ccc(Cn2cc3c(c2-c2cc(OC)c(OC)c(OC)c2)CCc2c(CO)noc2-3)cc1,·,·,30,18,2.4*,45,30,26,75
Cc1nn(-c2nc(-c3ccccc3)c(C#N)c(=O)n2C)c(C)c1N=Nc1ccc(S(N)(=O)=O)cc1,88,76,104,101,106,101,81,99,111
NC1c2ccccc2-c2ccccc21,102,88,107,84,87,101,75,89,94
